JMJD2C inh: inhibitors of GASC-1 histone demethylase, primary screen, biochemical, fluorescence, DELFIA europium; 330,000 compounds, 0.069% hits; Lysine-specific demethylase 4C (Homo sapiens), Q9H3R0; inhibition, % at 2.35 µM; GST-JMJD2C(1-420) H3K9me3 demethylation;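 active = more than half of a compound's replicate wells show inhibition beyond 50%, single wells judged on their own value; inconclusive = some, but no more than half, of replicates pass 50% inhibition; inactive = no replicate passes 50% inhibition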;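 also: signal counts dimethyl H3K9 product captured on neutravidin plate; 0% = median of DMSO wells and 100% = 0.3 times that DMSO median; strong numbers were not always called active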
Target sequence (Q9H3R0 1-420 limits assumed): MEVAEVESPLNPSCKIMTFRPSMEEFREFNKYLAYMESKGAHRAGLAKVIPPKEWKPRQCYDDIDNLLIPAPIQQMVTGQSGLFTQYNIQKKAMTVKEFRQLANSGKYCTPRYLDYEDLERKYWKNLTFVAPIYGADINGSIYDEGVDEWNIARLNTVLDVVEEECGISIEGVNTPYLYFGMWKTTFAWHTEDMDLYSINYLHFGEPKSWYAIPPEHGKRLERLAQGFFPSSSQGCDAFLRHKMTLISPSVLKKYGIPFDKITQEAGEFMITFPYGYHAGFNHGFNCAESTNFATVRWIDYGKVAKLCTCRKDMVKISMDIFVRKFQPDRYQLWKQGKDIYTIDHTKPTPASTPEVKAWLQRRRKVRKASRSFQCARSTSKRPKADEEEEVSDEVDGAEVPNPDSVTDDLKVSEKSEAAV
CIT2-GFP yeast: modulators of CIT2-GFP expression in yeast, primary screen, S. cerevisiae, GFP fusion, multiplex flow cytometry, MLPCN library | 320,000 compounds, 0.065% hits | S. cerevisiae CIT2-GFP strain, 3 h; 100 means same as DMSO wells | GFP response vs DMSO, % at 10 µM;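 active = GFP response relative to DMSO above a set limit, near the screen mean plus 3 SD, cut at about 150% in these data; inconclusive = Fewer than 70 cells measured for a yeast strain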;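 also: ratio of well median GFP fluorescence to mean of DMSO wells on the plate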
RPL19A TOR yeast: RPL19A-GFP expression modulators in yeast, primary screen, cell-based, S. cerevisiae, multiplex flow cytometry, MLPCN | S. cerevisiae RPL19A-GFP strain, 3 h; stronger effect = lower value | percent response vs DMSO, % at 10 µM | 330,000 compounds, 0.3% hits;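 active = percent response vs DMSO below 50%; inconclusive = fewer than 70 events counted for the yeast strain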;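 also: median channel GFP fluorescence of the barcoded RPL19A-GFP strain; ratio of sample median GFP to plate DMSO average so 100% = DMSO; lower means less RPL19A-GFP as with rapamycin TOR inhibition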
VLA-4 inh: inhibition in human VLA-4 binding assay, primary screen, VLA-4 allosteric modulator project, MLPCN library, flow cytometry, VLA-4 expressing cells; AID 2557, 2010; 330,000 compounds, 0.2% hits; ligand binding flow cytometry; inhibition, % (about 7 µM as worked out from the volumes in the protocol); in the data active = inhibition above about 50%
GRK2 aptamer HTS: compounds blocking aptamer binding on GRK2 – biochemical, human GRK2, bead flow cytometry, HTS, primary screen; Beta-adrenergic receptor kinase 1 (Homo sapiens), P25098; FAM-aptamer displacement from GRK2; inhibition of aptamer binding, % at 10 µM; 330,000 compounds, 0.59% hits; AID 488847, 2010;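 active = inhibition of aptamer binding above 40%, roughly 3 SD of noise, on plates passing a quality check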;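 also: median bead fluorescence of bound FAM aptamer so fluorescent compounds give negative values; no value below 0 was filed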
Target sequence (P25098 whole entry, looked up): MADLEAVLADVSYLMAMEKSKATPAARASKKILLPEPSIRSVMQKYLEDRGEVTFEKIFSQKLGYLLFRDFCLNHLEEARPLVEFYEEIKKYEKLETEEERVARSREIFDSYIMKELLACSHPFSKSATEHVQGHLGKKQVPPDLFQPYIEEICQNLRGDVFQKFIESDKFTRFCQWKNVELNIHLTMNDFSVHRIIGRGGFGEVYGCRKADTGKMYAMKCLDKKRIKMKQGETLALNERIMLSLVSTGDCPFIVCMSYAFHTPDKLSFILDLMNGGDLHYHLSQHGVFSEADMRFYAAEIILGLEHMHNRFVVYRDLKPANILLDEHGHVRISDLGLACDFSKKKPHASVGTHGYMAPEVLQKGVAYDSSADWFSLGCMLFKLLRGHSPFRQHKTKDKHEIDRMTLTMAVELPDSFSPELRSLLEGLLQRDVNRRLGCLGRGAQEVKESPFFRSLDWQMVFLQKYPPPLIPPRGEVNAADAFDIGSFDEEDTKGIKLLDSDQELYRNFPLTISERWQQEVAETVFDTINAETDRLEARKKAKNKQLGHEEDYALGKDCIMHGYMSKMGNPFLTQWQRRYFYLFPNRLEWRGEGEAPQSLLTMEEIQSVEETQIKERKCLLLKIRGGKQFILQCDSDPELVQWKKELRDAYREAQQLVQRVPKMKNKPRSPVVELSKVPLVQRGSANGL
LAP4-GFP MLPCN: modulators of LAP4-GFP expression in yeast, primary screen, S. cerevisiae, multiplex flow cytometry, MLPCN library | 3 h; median GFP as percent of DMSO wells | AID 2023, 2009 | GFP response vs DMSO, % at 10 µM | 320,000 compounds, 0.34% hits;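 active = GFP response vs DMSO above a set limit, about the screen mean plus 3 SD, cut at about 150% in these data; inconclusive = under 70 cell events counted for the yeast strain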
MEP2 TOR yeast: modulators of MEP2-GFP levels in yeast, primary screen, S. cerevisiae, multiplex flow cytometry, MLPCN library. S. cerevisiae MEP2-GFP strain, 3 h; 100% = DMSO control level. GFP response vs DMSO, % at 10 µM. 330,000 compounds, 0.51% hits. AID 2016, 2009;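 active = GFP response versus DMSO above a set limit, roughly screen mean plus 3 SD, cut at about 180% in these data; inconclusive = fewer than 70 cells counted for a yeast strain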;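 also: median GFP fluorescence of the barcode-gated MEP2-GFP cells per well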
AGP1-GFP MLPCN: modulators of AGP1-GFP expression in yeast TOR pathway, primary screen, cell-based, multiplex flow cytometry, S. cerevisiae, MLPCN library; GFP response vs DMSO, % at 10 µM; 320,000 compounds, 0.02% hits; 3 h; GFP as percent of DMSO wells;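 active = GFP response relative to DMSO above a set limit, near screen average plus 3 SD, cut at about 150% in these data; inconclusive = fewer than 70 cells counted for the yeast strain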;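 also: median GFP channel fluorescence of the gated AGP1 strain per well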
* marks the source's active call; other numbers are inactive results. Rows were taken by chance. About 1.7% of those tested had a hit in this group.

CSc1ccccc1NC(=O)COC(=O)CCc1ccccc1 was read as JMJD2C inh -1, CIT2-GFP yeast 104, RPL19A TOR yeast 102, VLA-4 inh -3, GRK2 aptamer HTS 0, LAP4-GFP MLPCN 102, MEP2 TOR yeast 110 and AGP1-GFP MLPCN 100.
For O=C(c1ccccc1)c1ccc2c(c1)OCCOCCOCCOCCO2 the results were JMJD2C inh -2, CIT2-GFP yeast 96, RPL19A TOR yeast 96, VLA-4 inh 2, GRK2 aptamer HTS 3, LAP4-GFP MLPCN 99, MEP2 TOR yeast 91 and AGP1-GFP MLPCN 99.
Screening Cc1ccc(S(=O)(=O)NCCCC(=O)C=[N+]=[N-])cc1 returned JMJD2C inh -6, CIT2-GFP yeast 100, RPL19A TOR yeast 102, VLA-4 inh -3, GRK2 aptamer HTS 2, LAP4-GFP MLPCN 98, MEP2 TOR yeast 103 and AGP1-GFP MLPCN 104.
`FC(F)(F)c1cnc(Sc2nnc(-c3cccs3)n2CC2CCCO2)c(Cl)c1` (stereo not drawn) gave JMJD2C inh -2, CIT2-GFP yeast 107, RPL19A TOR yeast 102, VLA-4 inh 2, GRK2 aptamer HTS 3, LAP4-GFP MLPCN 100, MEP2 TOR yeast 106 and AGP1-GFP MLPCN 98.
Screening O=C(OCCN1CCCCC1)c1ccc(Cl)cc1 returned JMJD2C inh -1, CIT2-GFP yeast 97, RPL19A TOR yeast 97, VLA-4 inh 4, GRK2 aptamer HTS 1, LAP4-GFP MLPCN 100, MEP2 TOR yeast 100 and AGP1-GFP MLPCN 95.
For CC(=O)Nc1ccc(S(=O)(=O)Oc2cccc(N3C(=O)C4CCCCC4C3=O)c2)cc1 (stereo not drawn) the results were JMJD2C inh -11, CIT2-GFP yeast 111, RPL19A TOR yeast 103, VLA-4 inh 17, GRK2 aptamer HTS 0, LAP4-GFP MLPCN 98, MEP2 TOR yeast 98 and AGP1-GFP MLPCN 105.
`COc1ccc(NC(=O)C2c3cc(OC)c(OC)cc3C(=O)N(C)C2c2cccnc2)cc1OC` (stereo not drawn) gave JMJD2C inh -15, CIT2-GFP yeast 108, RPL19A TOR yeast 104, VLA-4 inh 18, GRK2 aptamer HTS 0, LAP4-GFP MLPCN 99, MEP2 TOR yeast 106 and AGP1-GFP MLPCN 107.
Screening CC(=O)N1CCc2cc(S(=O)(=O)NCCC(=O)NC3CCN(Cc4ccccc4)CC3)ccc21 returned CIT2-GFP yeast 93, RPL19A TOR yeast 97, VLA-4 inh 21, GRK2 aptamer HTS 2, LAP4-GFP MLPCN 95, MEP2 TOR yeast 103 and AGP1-GFP MLPCN 96.
CC1=NNC(=O)C1CCC(=O)N/N=C/c1c(Cl)cccc1Cl (stereo not drawn) was read as JMJD2C inh 8, CIT2-GFP yeast 92, RPL19A TOR yeast 100, VLA-4 inh 24, GRK2 aptamer HTS 2, LAP4-GFP MLPCN 103, MEP2 TOR yeast 100 and AGP1-GFP MLPCN 92.
O=C(c1ccc([N+](=O)[O-])o1)N1CCN(c2nc3c(F)cc(F)cc3s2)CC1 was read as JMJD2C inh 6, CIT2-GFP yeast 131, RPL19A TOR yeast 60, VLA-4 inh 34, GRK2 aptamer HTS 0, LAP4-GFP MLPCN 167*, MEP2 TOR yeast 146 and AGP1-GFP MLPCN 79.
`O=C(NCCc1ccco1)c1cc(COc2cccc(C(F)(F)F)c2)on1` gave JMJD2C inh inactive, CIT2-GFP yeast 100, RPL19A TOR yeast 91, VLA-4 inh -7, GRK2 aptamer HTS 1, LAP4-GFP MLPCN 97, MEP2 TOR yeast 98 and AGP1-GFP MLPCN 98.
For Nc1nc(SCc2c(F)cccc2Cl)[nH]c(=O)c1-c1ccccc1 the results were JMJD2C inh -1, CIT2-GFP yeast 96, RPL19A TOR yeast 99, VLA-4 inh 8, GRK2 aptamer HTS 10, LAP4-GFP MLPCN 100 and MEP2 TOR yeast 101.
Screening C/C(=N\O)c1ccc2c3c([nH]c2c1)CCCC3 returned JMJD2C inh -8, CIT2-GFP yeast 91, RPL19A TOR yeast 99, VLA-4 inh 14, GRK2 aptamer HTS 0, LAP4-GFP MLPCN 109, MEP2 TOR yeast 105 and AGP1-GFP MLPCN 99.
COCCN(Cc1nc(-c2ccc(C(F)(F)F)cc2)no1)C(C)C was read as JMJD2C inh -1, CIT2-GFP yeast 98, RPL19A TOR yeast 95, VLA-4 inh 4, GRK2 aptamer HTS 0, LAP4-GFP MLPCN 102, MEP2 TOR yeast 102 and AGP1-GFP MLPCN 104.
O=C(CCC(=O)N1CCOc2ccccc21)NCCN1CCOCC1 was read as JMJD2C inh 3, CIT2-GFP yeast 104, RPL19A TOR yeast 101, VLA-4 inh 8, GRK2 aptamer HTS 0, LAP4-GFP MLPCN 103, MEP2 TOR yeast 101 and AGP1-GFP MLPCN 103.
`CC(=O)c1ccc(N(CC(=O)NCC2CCCO2)C(=O)CCC(=O)Nc2cc(C)on2)cc1` (stereo not drawn) gave JMJD2C inh 11, CIT2-GFP yeast 99, RPL19A TOR yeast 98, VLA-4 inh 1, GRK2 aptamer HTS 0, LAP4-GFP MLPCN 96, MEP2 TOR yeast 95 and AGP1-GFP MLPCN 97.
C=C(C)c1cccc(C(C)(C)NC(=O)N2CCN(c3ccccc3)CC2)c1 was read as JMJD2C inh -8, CIT2-GFP yeast 103, RPL19A TOR yeast 103, VLA-4 inh 19, GRK2 aptamer HTS 0, LAP4-GFP MLPCN 107, MEP2 TOR yeast 107 and AGP1-GFP MLPCN 105.
CC(=O)Nc1ccc(S(=O)(=O)N2CCSC2c2ccccc2)cc1 (stereo not drawn) was read as JMJD2C inh -10, CIT2-GFP yeast 88, RPL19A TOR yeast 93, VLA-4 inh 8, GRK2 aptamer HTS 2, LAP4-GFP MLPCN 89, MEP2 TOR yeast 95 and AGP1-GFP MLPCN 88.
CSc1nnc([C@H](C)NC(=O)OC(C)(C)C)o1 was read as JMJD2C inh 3, CIT2-GFP yeast 103, RPL19A TOR yeast 101, VLA-4 inh 3, GRK2 aptamer HTS 0, LAP4-GFP MLPCN 100, MEP2 TOR yeast 99 and AGP1-GFP MLPCN 100.
For CC(C)NCc1nnc(-c2ccccc2Cl)o1 the results were JMJD2C inh 1, CIT2-GFP yeast 91, RPL19A TOR yeast 93, VLA-4 inh -3, GRK2 aptamer HTS 1, LAP4-GFP MLPCN 106, MEP2 TOR yeast 97 and AGP1-GFP MLPCN 95.
`COc1ccc(-c2cc(C(=O)Nc3cc(C)nn3-c3ccccc3)no2)cc1OC` gave JMJD2C inh 10, CIT2-GFP yeast 95, RPL19A TOR yeast 97, VLA-4 inh 6, GRK2 aptamer HTS 0, LAP4-GFP MLPCN 97, MEP2 TOR yeast 90 and AGP1-GFP MLPCN 99.
Fc1ccccc1-c1nc(-c2ccc(Cl)cc2)no1 was read as JMJD2C inh -2, CIT2-GFP yeast 103, RPL19A TOR yeast 102, VLA-4 inh -8, GRK2 aptamer HTS 0, LAP4-GFP MLPCN 106, MEP2 TOR yeast 103 and AGP1-GFP MLPCN 105.
For Cc1cc(NC(=O)CSc2ccc(-c3ccc(F)cc3)nn2)no1 the results were JMJD2C inh -8, CIT2-GFP yeast 106, RPL19A TOR yeast 97, VLA-4 inh 0, GRK2 aptamer HTS 0, LAP4-GFP MLPCN 97, MEP2 TOR yeast 99 and AGP1-GFP MLPCN 97.
Screening N#C/C(C(=O)NCc1ccccc1)=C1/N=C(NC(=O)c2ccco2)c2ccccc21 returned JMJD2C inh 2, CIT2-GFP yeast 93, RPL19A TOR yeast 99, VLA-4 inh -33, GRK2 aptamer HTS 1, LAP4-GFP MLPCN 102, MEP2 TOR yeast 99 and AGP1-GFP MLPCN 98.
COc1cccc(CN2CCN(Cc3cccc4c3OCO4)CC2CCO)c1 (stereo not drawn) was read as JMJD2C inh -17, RPL19A TOR yeast 87, VLA-4 inh 5, GRK2 aptamer HTS 0, LAP4-GFP MLPCN 94, MEP2 TOR yeast 98 and AGP1-GFP MLPCN 96.
For CC(=O)n1c2ccccc2c2nc(NC(C)C)sc21 the results were JMJD2C inh 1, CIT2-GFP yeast 94, RPL19A TOR yeast 94, VLA-4 inh -65, GRK2 aptamer HTS 4, LAP4-GFP MLPCN 95, MEP2 TOR yeast 102 and AGP1-GFP MLPCN 87.
`CCOC(=O)[C@@H]1[C@H]2COc3cc(OC)ccc3[C@H]2N2C(=O)N(c3ccc(C(F)(F)F)cc3)C(=O)[C@]12C` gave JMJD2C inh 13, CIT2-GFP yeast 95, RPL19A TOR yeast 95, VLA-4 inh 23, GRK2 aptamer HTS 2, LAP4-GFP MLPCN 102, MEP2 TOR yeast 99 and AGP1-GFP MLPCN 98.
CCc1ccc(/C=N\n2cnnc2)cc1 was read as JMJD2C inh -4, CIT2-GFP yeast 110, RPL19A TOR yeast 103, VLA-4 inh -10, GRK2 aptamer HTS 0, LAP4-GFP MLPCN 104, MEP2 TOR yeast 100 and AGP1-GFP MLPCN 105.
Screening Cc1cccc2nc(CSc3nnnn3-c3ccccc3)cn12 returned JMJD2C inh 7, CIT2-GFP yeast 101, RPL19A TOR yeast 94, VLA-4 inh 7, GRK2 aptamer HTS 2, LAP4-GFP MLPCN 91, MEP2 TOR yeast 98 and AGP1-GFP MLPCN 92.
CCSc1nnc(CNc2ccc(F)cc2)n1CC1CCCO1 (stereo not drawn) was read as JMJD2C inh -5, RPL19A TOR yeast 98, VLA-4 inh -3, GRK2 aptamer HTS 1, LAP4-GFP MLPCN 89, MEP2 TOR yeast 94 and AGP1-GFP MLPCN 98.
For CCCn1c(SCC(=O)Nc2nnc(C)s2)nnc1-c1ccoc1C the results were JMJD2C inh 5, CIT2-GFP yeast 89, RPL19A TOR yeast 95, VLA-4 inh 11, GRK2 aptamer HTS 0, LAP4-GFP MLPCN 86, MEP2 TOR yeast 92 and AGP1-GFP MLPCN 94.
`CCc1nc2cccnc2n1-c1ccc(C(=O)O)cc1` gave JMJD2C inh 3, CIT2-GFP yeast 102, RPL19A TOR yeast 108, VLA-4 inh 0, GRK2 aptamer HTS 4, LAP4-GFP MLPCN 96, MEP2 TOR yeast 110 and AGP1-GFP MLPCN 104.
COc1ccc(N2CC(C(=O)Nc3ccc4c(c3)OCCO4)CC2=O)cc1 (stereo not drawn) was read as JMJD2C inh 8, CIT2-GFP yeast 80, RPL19A TOR yeast 83, VLA-4 inh 16, GRK2 aptamer HTS 1, LAP4-GFP MLPCN 97, MEP2 TOR yeast 104 and AGP1-GFP MLPCN 75.
Screening CC(=O)Nc1ccc(N(C(=O)c2ccco2)C(C(=O)NC2CCCC2)c2cccs2)cc1 (stereo not drawn) returned JMJD2C inh -2, CIT2-GFP yeast 110, RPL19A TOR yeast 102, VLA-4 inh 1, GRK2 aptamer HTS 0, LAP4-GFP MLPCN 98, MEP2 TOR yeast 102 and AGP1-GFP MLPCN 106.
Screening CCCn1c(NC(=O)C2CCN(S(=O)(=O)c3cccs3)CC2)nc2ccccc21 returned JMJD2C inh inconclusive, CIT2-GFP yeast 105, RPL19A TOR yeast 89, VLA-4 inh -16, GRK2 aptamer HTS 0, LAP4-GFP MLPCN 99, MEP2 TOR yeast inconclusive and AGP1-GFP MLPCN 92.

Bioassay records: PubChem BioAssay, several laboratories
